Screening data: PubChem, several laboratories
eLon inh = inhibitors of E. coli Lon protease, primary screen, biochemical, fluorescence polarization | purified E. coli Lon protease | inhibition, % at 7.94 µM | P0A9M0 | 360,000 tested, 0.42% active; in the data active means inhibition above about 13%, passing the limit was not always enough;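 further: 0% = enzyme with probe and DMSO and 100% = no enzyme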
Target sequence (P0A9M0 whole entry, looked up): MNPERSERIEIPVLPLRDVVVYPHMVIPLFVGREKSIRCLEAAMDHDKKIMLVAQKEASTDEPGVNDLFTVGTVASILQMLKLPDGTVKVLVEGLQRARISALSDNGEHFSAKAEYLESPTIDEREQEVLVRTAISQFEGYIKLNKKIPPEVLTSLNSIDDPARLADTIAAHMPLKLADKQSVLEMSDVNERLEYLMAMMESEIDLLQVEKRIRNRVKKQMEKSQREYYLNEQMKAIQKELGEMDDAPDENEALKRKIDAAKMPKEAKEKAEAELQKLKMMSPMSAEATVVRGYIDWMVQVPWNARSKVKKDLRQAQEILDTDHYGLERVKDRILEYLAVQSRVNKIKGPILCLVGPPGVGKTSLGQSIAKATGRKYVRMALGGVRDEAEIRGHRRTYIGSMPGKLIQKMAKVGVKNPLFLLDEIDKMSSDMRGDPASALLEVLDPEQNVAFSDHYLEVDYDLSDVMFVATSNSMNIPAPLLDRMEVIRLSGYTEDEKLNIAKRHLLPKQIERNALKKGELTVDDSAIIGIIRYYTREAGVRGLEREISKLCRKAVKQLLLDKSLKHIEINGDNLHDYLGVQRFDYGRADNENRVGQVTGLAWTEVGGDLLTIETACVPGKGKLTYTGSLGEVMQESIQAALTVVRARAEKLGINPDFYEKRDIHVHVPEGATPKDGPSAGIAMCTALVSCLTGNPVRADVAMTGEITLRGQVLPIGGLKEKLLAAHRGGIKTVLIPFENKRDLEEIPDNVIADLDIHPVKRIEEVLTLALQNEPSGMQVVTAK
Neddyl block = inhibitors of cullin neddylation, primary screen, biochemical, TR-FRET, uHTS, NAE and Ubc12. NEDD8-conjugating enzyme Ubc12 (Homo sapiens) + NEDD8-activating enzyme E1 regulatory …. 360,000 tested, 0.58% active. AID 651699, 2012. calls only at 25 µM; in the data active means inhibition above about 36%
MT1-MMP act inh = blockers of MT1-MMP proenzyme processing, primary screen, HT1080 RFP-PRO-GFP cells, GFP/RFP fluorescence. Matrix metalloproteinase-14 (Homo sapiens), P50281. GFP/RFP ratio fluorescence, overnight; percent of plate control window, DMSO zero. GFP/RFP ratio change, % at 20 µM. 360,000 tested, 0.061% active;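 active means GFP/RFP ratio change of at least 30% with cell ATP level not reduced by more than half and red fluorescence within 50% of control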; further: strong numbers were not always called active
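Test system: HT1080 RFP-PRO-GFP cells; Benchmarks: DMSO and RFP-L50D-GFP cell wells; Timing: cells overnight before dosing, compound overnight, 37 °C, 5% CO2; Compound: one 20 µM compound dose with 1% DMSO; Read-out: GFP/RFP fluorescence ratio.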
Rin1 Abl inh = inhibitors of Rin1-Abl protein binding, primary screen, biochemical, TR-FRET. inhibition, % at 7.35 µM. 360,000 tested, 0.4% active; in the data active means inhibition above about 5%, passing the limit was not always enough
MsrA inh = bovine MsrA enzyme inhibitors, primary screen, biochemical, absorbance, HTS; Methionine sulfoxide reductase A (Bos taurus); purified bovine MsrA, absorbance read-out; inhibition, % at 15.5 µM; 360,000 tested, 0.75% active; AID 651718, 2012; in the data active means inhibition above about 4.5%;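 further: 0% = vehicle wells with enzyme and 100% = reference inhibitor wells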
bovine MsrA act = bovine MsrA enzyme activators, primary screen, biochemical, absorbance, HTS; activation, % at 10.6 µM; purified bovine MsrA, absorbance read-out; 360,000 tested, 0.3% active; AID 602163, 2012; in the data active means activation above about 7.5%;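 further: 0% = vehicle and 100% = reference activator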
SKN-1 block = suppressors of acrylamide-induced Pgst-4::GFP reporter in worms, primary screen, SKN-1 inhibitor project, whole organism, uHTS, GFP/RFP fluorescence ratio, strain VP596; inhibition, % at 21.8 µM; AID 624304, 2012; C. elegans VP596 Pgst-4::GFP/RFP ratio, 24 h; 360,000 tested, 0.49% active;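 active means interference check ratio from 0.5 to 1.5 plus GFP to RFP signal ratio inhibition reaching or exceeding a fixed threshold, cut at about 30% in these data, passing the limit was not always enough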; further: some compounds called inactive have numbers as strong as hits
CendR NRP1 mod = modulators of CendR peptide binding to NRP-1, primary screen, biochemical, fluorescence polarization, uHTS | AID 602438, 2012 | 360,000 tested, 0.85% active | Neuropilin-1 (Homo sapiens), O14786 | FAM-RPARPAR peptide binding to NRP-1 | inhibition, % at 25 µM;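 active means inhibition or corrected inhibition above about 18%, plus a signal ratio from 0.5 to 1.5, limit read from the data, passing the limit was not always enough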; further: strong numbers were not always called active
FAS-TE inh = FAS thioesterase domain inhibitors, primary screen, biochemical, fluorescence intensity, uHTS; Fatty acid synthase (Homo sapiens), P49327; recombinant FAS-TE, OMFH fluorogenic substrate, fluorescence endpoint; inhibition, % at 15 µM; 360,000 tested, 0.67% active; AID 602261, 2012;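 active means compounds whose normalised, plate-corrected inhibition of enzyme fluorescence in the single-dose primary screen is 50% or more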;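 further: 0% = DMSO with enzyme and 100% = substrate without enzyme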
An asterisk follows results filed as active; i = inactive; nt = no result given; + = active, no number.

SMILES	eLon inh	Neddyl block	MT1-MMP act inh	Rin1 Abl inh	MsrA inh	bovine MsrA act	SKN-1 block	CendR NRP1 mod	FAS-TE inh
Fc1cccc(-c2c(-c3ccccc3)ncc3cc(F)ccc23)c1	-23.1	i	-4.9	3.0	-0.7	-1.9	18.6	12.4	22.0
CCN1CCCC1CNC(=O)Cn1cccc1C(=O)c1ccccc1C (configuration not stated)	-16.4	i	6.5	-1.9	0.7	0.0	9.7	-6.2	-3.8
COc1ccc(/C=C/C(=O)OCC(=O)N(C)CC(=O)Nc2ccc(C)cc2)c(OC)c1	4.4	i	-0.2	2.8	2.2	-1.5	-2.1	-11.9	3.4
CC(C)(C)NCC(O)COc1ccccc1C(=O)CCc1ccccc1 (configuration not stated)	0.2	i	-0.6	2.5	0.6	-12.8	-11.0	1.2	-4.9
O=C(Nc1ncc2c(n1)-c1ccccc1CC2)c1ccccc1	1.9	i	4.3	-0.2	0.7	-6.7	-4.3	-8.8	0.0
COc1ccc(-n2cc(CNCC3CCOCC3)c(-c3cccc(F)c3)n2)cc1	-14.8	nt	-10.3	3.0	-1.6	-2.1	1.8	9.8	-2.8
CSc1ccc(CNC(=O)C2Cc3cc(S(=O)(=O)N4CCCC4)ccc3N2C(C)=O)cc1 (configuration not stated)	-5.0	i	-0.3	-1.0	1.0	-1.3	3.0	-2.8	0.3
Cc1onc(-c2ccccc2)c1C(=O)NCC1CCCO1 (configuration not stated)	3.2	i	3.1	0.0	0.7	-4.2	21.2	2.1	-13.4
O=C(NCc1ccc2c(c1)OCO2)c1ccc(N2CCCCCC2)c([N+](=O)[O-])c1	-4.4	i	6.2	0.5	0.7	-2.0	9.2	-4.6	29.2
O=C(C[n+]1ccccc1)N/N=C/c1ccc(C(=O)O)cc1	3.8	i	-0.4	1.7	-1.4	-0.7	17.3	20.0	-4.5
COc1cc(S(=O)(=O)NCc2ccccc2Cl)ccc1-n1cnnn1	-3.3	i	2.9	3.0	0.3	-1.0	-0.1	6.0	1.8
CC1C(C(=O)Nc2ccccc2)CCCC1(C)C(=O)O (configuration not stated)	-0.7	i	2.7	-2.1	-0.2	-6.5	8.0	7.4	-8.3
Cc1cccc(C)c1OCC(=O)Nc1cccc(S(=O)(=O)N2CCCCCC2)c1	-6.8	i	1.6	1.1	0.5	-0.1	16.6	-0.9	23.1
Cc1nccn1CC(=O)c1ccc(O)c(O)c1	12.4	i	-1.0	0.8	3.1	-4.1	-3.5	8.9	-8.5
CC(NC(=O)CN(C)CC(=O)Nc1ccccc1Br)c1ccccc1 (configuration not stated)	-4.5	i	1.3	0.6	0.2	-4.6	-20.3	-2.9	-9.9
Cc1ccc2nc(NCCC(=O)O)nc(-c3ccccc3)c2c1	10.9	nt	-2.7	0.7	0.5	-0.5	5.5	7.4	-5.8
Cc1cc(C(=O)NCc2ccco2)no1	-1.8	i	-6.7	1.3	-0.3	0.1	5.4	-0.6	-4.1
Cc1ccc2cc(CCNC(=O)c3ccc(Br)o3)c(=O)[nH]c2c1	2.5	i	-0.3	1.5	2.3	-7.4	17.6	-5.0	1.5
CC1(C)NC(=O)N(CC(=O)OCC(=O)c2ccc(F)cc2)C1=O	-7.7	i	0.3	3.9	-1.3	-0.6	-1.7	13.4	-8.0
COc1ccc(OCC(=O)N2CCc3ccccc32)c([N+](=O)[O-])c1	-7.2	i	4.2	2.0	1.7	-0.6	8.6	-6.2	18.4
N/C(=N\OC(=O)Cc1ccccc1[N+](=O)[O-])c1cccnc1	5.7	i	0.8	-3.5	0.1	-3.2	4.5	-5.5	-1.0
CCOC(=O)N1CCN(C(=O)COc2ccc(Br)cc2)CC1	-13.1	i	-1.9	-3.3	-0.5	-4.1	21.0	4.5	-4.1
Cc1ccc(S(=O)(=O)N2C[C@@]3(O)Cn4c(=O)ccc(=O)n4C[C@@]3(OC(=O)NCC3CCCCC3)C2)cc1	-8.0	i	7.4	nt	-1.0	-2.7	-18.4	-15.1	6.2
Cn1c(SCc2nc3ccccc3[nH]2)nnc1-c1cccs1	-4.9	i	-0.7	-2.1	-0.5	-3.1	8.5	-6.9	-4.7
COC(=O)c1ccc(NC(=O)C[n+]2ccccc2C)cc1	-6.4	i	0.3	-1.0	0.2	-2.6	-11.3	0.0	-2.9

The list continues:
SMILES	eLon inh	Neddyl block	MT1-MMP act inh	Rin1 Abl inh	MsrA inh	bovine MsrA act	SKN-1 block	CendR NRP1 mod	FAS-TE inh
Cc1cc(NC(=O)C(C)SCC(=O)OC(C)C(=O)Nc2ccc(F)cc2Cl)no1 (configuration not stated)	2.9	i	-1.8	4.4	0.1	0.3	-1.1	10.8	-5.6
O=C(NC(c1ccccc1)c1ccccc1)c1ccc(=O)[nH]n1	-0.1	i	4.4	2.0	-1.0	-4.0	2.1	14.4	-3.8
CCOc1ccc(NC(=O)Cn2nnc(C(=O)NCCc3ccc(OC)c(OC)c3)c2N)cc1	-2.4	i	1.4	0.2	-1.1	0.5	9.0	-1.0	-2.2
O=C(CSc1nccn1-c1ccc(Cl)cc1)N1CCCc2ccccc21	4.1	i	-3.1	-0.2	-1.1	-1.9	-2.9	-2.0	11.3
CCN1CCN(C(c2ccc(F)cc2)c2nnnn2Cc2ccc3c(c2)OCO3)CC1 (configuration not stated)	3.4	i	-3.3	0.6	0.2	-8.0	-7.5	5.7	-3.7
CCOc1ccc(NC(=O)CSc2nc(O)c(C)c(=O)n2-c2ccc(F)cc2)cc1	8.4	i	4.9	-1.0	-0.2	-7.4	1.4	-9.8	-4.0
O=c1[nH]c2ccccc2c2cn(-c3ccccc3)nc12	3.1	+	-8.9	-0.9	0.3	-0.4	19.8	6.5	-5.6
Cc1cc(N2C(=O)CCC2=O)n(-c2ccccc2)n1	-6.4	i	-0.7	2.6	1.0	-1.5	-12.8	-6.5	-6.9
O=c1c2ccccc2sn1-c1cc(S(=O)(=O)N2CCOCC2)ccc1N1CCOCC1	6.3	i	-2.3	1.9	1.2	4.6	1.9	-3.8	-7.7
CC1=CC(C)(C(Cl)Cl)C(C)=CC1=O (configuration not stated)	-11.6	i	6.8	5.0	-0.3	-2.5	7.4	-4.0	-4.5
O=C(O)/C=C/C(=O)Nc1ccc2c(c1)NC(=O)CO2	-5.9	i	-2.1	0.1	-0.5	-3.0	0.3	18.3	-3.4
CCN1C(=NCc2cccc(Cl)c2)N[C@@H](c2cccc(F)c2)C(C(=O)OC)=C1C	-7.2	i	-4.3	0.8	0.8	0.4	9.8	18.0	-2.9
O=C(NCC1COc2ccccc2O1)C1CCCN(S(=O)(=O)c2cnc[nH]2)C1 (configuration not stated)	2.5	i	-5.2	-1.8	0.2	0.7	12.6	-8.3	-4.0
Cc1ccc(-c2cc3nc4c(c(=O)n3[nH]2)CCCC4)cc1	-9.1	i	-5.3	-0.7	-1.2	-10.8	-27.3	1.4	-3.7
C[C@H](N=C1NS(=O)(=O)c2ccccc21)C(=O)OCc1cc([N+](=O)[O-])cc2c1OCOC2	3.2	i	-1.7	-2.9	0.2	-2.3	-9.6	-8.3	10.4
Cc1ccc(OCc2n[nH]c(=S)n2-c2ccc(C)cc2)cc1	-6.0	i	-0.5	-0.1	0.1	-0.1	4.0	7.9	-5.6
COCC(=O)N1CCCC(C)(C(=O)Nc2cccc(Oc3ccccc3)c2)C1 (configuration not stated)	-4.9	i	1.2	-0.6	0.1	-1.7	7.5	-13.6	-2.6
Cc1ccc(S(=O)(=O)NCCOC(=O)Nc2sc(=S)n(C)c2C)cc1	-0.8	i	-2.8	0.2	0.7	-0.2	6.9	-1.6	-9.4
O=C(N/N=C/c1ccccc1)c1cccc2ccccc12	11.8	i	-2.0	-1.8	0.9	-6.2	-13.0	-4.5	1.6
COc1ccccc1OCc1nnc(SCC(=O)N2CCCCC2)o1	-8.8	i	2.5	0.9	-0.8	-2.4	12.1	0.8	-5.4
O=C(Nc1ccccc1C(=O)N1CCCCC1)c1cccs1	-9.6	i	0.7	-2.8	-1.0	-0.7	28.5	1.6	-3.1
CC(/C=N/n1c(-c2cc(C)[nH]n2)n[nH]c1=S)=C\c1ccco1	-3.0	i	1.8	2.0	-0.2	-0.9	10.4	-7.6	-3.6
C[C@@H]1COC(=O)[C@H](NC(=O)OCC2c3ccccc3-c3ccccc32)C/C=C\C[C@@H](CC(=O)N[C@H](CO)Cc2ccccc2)C(=O)N1	7.2	i	-6.0	-1.5	-0.8	-2.0	1.4	-13.3	1.2
CC1/C(=N/O)CC(c2ccco2)NC1c1ccco1 (configuration not stated)	-5.7	i	2.5	-0.3	-0.9	-2.8	2.9	-8.7	-10.7
COc1ccc(CC(=O)c2ccc(O)cc2O)cc1OC	-3.2	i	1.8	1.2	5.5*	-5.3	18.1	-1.2	-9.8

An excerpt from above with just MsrA inh.
| structure | MsrA inh |
| --- | --- |
| Cc1cc(NC(=O)C(C)SCC(=O)OC(C)C(=O)Nc2ccc(F)cc2Cl)no1 (configuration not stated) | 0.1 |
| O=C(NC(c1ccccc1)c1ccccc1)c1ccc(=O)[nH]n1 | -1.0 |
| CCOc1ccc(NC(=O)Cn2nnc(C(=O)NCCc3ccc(OC)c(OC)c3)c2N)cc1 | -1.1 |
| O=C(CSc1nccn1-c1ccc(Cl)cc1)N1CCCc2ccccc21 | -1.1 |

The list goes on.
SMILES	eLon inh	Neddyl block	MT1-MMP act inh	Rin1 Abl inh	MsrA inh	bovine MsrA act	SKN-1 block	CendR NRP1 mod	FAS-TE inh
Cc1cc(C)c(S(=O)(=O)N2CCCCC2CCNC(=O)C(=O)NCC2CCCO2)c(C)c1 (configuration not stated)	-12.3	i	-6.2	3.3	-0.9	-1.4	2.1	0.6	-0.9
Cc1ccc2oc(NC3=NC4(CCCC4)C4=C(CCCC4=O)N3)nc2c1	1.0	i	-33.3	1.3	1.1	-3.4	-6.7	-3.2	8.9
CS(=O)(=O)N1CCC(C(=O)Nc2ccc(Cl)cc2)CC1	-3.2	i	0.9	1.0	0.7	0.4	7.9	0.0	-4.5
CCCN1CCN(C(=O)c2noc3c2COc2ccc(C)cc2-3)CC1	1.6	nt	4.2	2.3	0.2	8.0*	44.0	2.1	1.9
CC(Oc1ccccc1)C(=O)N1CCC2(CC1)CC(=O)c1ccccc1O2 (configuration not stated)	3.3	i	-1.5	2.9	0.8	-6.6	11.7	-11.5	-5.0
CN(C)S(=O)(=O)c1cccc(NC(=O)c2ccc3c(c2)S(=O)(=O)N=C2CCCCCN23)c1	-13.3	i	-3.4	4.0	-0.4	-5.3	-1.2	-3.1	14.5
Cc1ccc(S(=O)(=O)c2nc(-c3ccccc3)oc2NCCN2CCOCC2)cc1	-7.9	i	8.8	-2.8	0.1	-4.6	7.0	5.3	-5.5
Cc1cc(CN2CCN(CC(=O)Nc3cc(C(F)(F)F)ccc3-n3cncn3)CC2)no1	-4.1	i	-3.5	1.8	-0.4	-2.4	-3.7	-2.0	-5.0
O=C(c1ccco1)N(CCCN1CCOCC1)c1nc(-c2ccc(Cl)cc2)cs1	-5.2	i	6.8	4.9	1.3	-2.1	23.6	1.2	29.3
